STAT1 act: STAT1 signaling activation; actives 2.6% (n = 200,000); NIH 3T3 STAT1-luciferase reporter, IFN-gamma, luminescence; 100% = IFN-gamma alone, no compound; AID 932; activation (% of control), % at 5.5 µM;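 active means activation above the screen-wide mean activation plus 3 SD, cut at about 130% in these data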;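 further: raw ratio to IFN-gamma control signal so 100% means no change and 0% no light; values of inactives mirror those of a sister screen read the other way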
FLuc inhib CS: inhibits firefly luciferase, flagging false hits in luciferase inhibition screens | P08659 | ATPLite firefly luciferase biochemical luminescence, 10 min | inhibition, % at 10 µM | actives 1.5% (n = 200,000);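 active means inhibition above about 50% when tested at 10 µM, limit read from the data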
Target sequence (P08659 whole entry, looked up): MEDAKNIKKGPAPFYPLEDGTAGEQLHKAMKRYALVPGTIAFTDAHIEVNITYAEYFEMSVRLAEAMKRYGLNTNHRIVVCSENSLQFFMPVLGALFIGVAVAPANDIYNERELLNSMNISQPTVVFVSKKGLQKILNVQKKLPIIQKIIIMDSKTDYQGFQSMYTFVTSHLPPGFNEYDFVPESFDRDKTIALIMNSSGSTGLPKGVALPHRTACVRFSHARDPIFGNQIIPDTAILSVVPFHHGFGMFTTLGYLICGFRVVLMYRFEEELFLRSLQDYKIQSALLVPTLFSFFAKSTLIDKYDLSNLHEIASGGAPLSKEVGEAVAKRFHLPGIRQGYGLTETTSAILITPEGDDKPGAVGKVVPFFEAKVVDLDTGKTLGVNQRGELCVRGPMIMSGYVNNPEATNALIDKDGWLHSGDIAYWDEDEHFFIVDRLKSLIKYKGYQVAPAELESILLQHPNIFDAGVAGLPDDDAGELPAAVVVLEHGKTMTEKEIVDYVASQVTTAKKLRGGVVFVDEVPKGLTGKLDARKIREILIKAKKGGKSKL
FLuc act counter: affects firefly luciferase, flagging false hits in luciferase stimulation screens; activation factor at 10 µM; 200,000 tested, under 10 active; P08659; ATPlite luciferase biochemical, luminescence, 10 min; 0 = ATP-free wells, 1 = DMSO control;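 active means luciferase activation factor, scaled between plate controls, of at least 2 with compound at 10 µM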
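Material: Luciferase/luciferin reagent mix; Doses: test compounds dosed from 2 mM stocks in 100% DMSO; Schedule: 10 min incubation after luciferase reagent addition, room temperature; Measured by: luminescence from luciferase reaction; Read-out: luminescence gain marking luciferase activators.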
Hsp70 act: transcriptional activators of Hsp70 | HeLa Hsp70 promoter luciferase reporter, luminescence; scaled: vehicle 0, proteasome-inhibitor control 100% | activation, % at 10 µM | actives 0.04% (n = 200,000) | AID 1203;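 active means activation above the mean across all tested compounds plus 3 SD, cutoff set per campaign, cut at about 5.5% in these data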;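 further: 100% = MG132 at 30 µM as the positive control and 0% = DMSO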
APP 5'UTR act: activates APP 5'UTR luciferase reporter | SH-SY5Y APP 5'UTR luciferase reporter, luminescence; zero percent = DMSO vehicle wells | activation, % at 2 µM | actives 1% (n = 190,000) | AID 1276;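 active means activation above a set limit, based on mean plus 3 SD of controls, cut at about 140% in these data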; further: values of inactives mirror those of a sister screen read the other way
NF-kB expr up: raises NF-kB expression in human neuronal cells. AID 1239. actives 1.6% (n = 190,000). NF-kB reporter expression; stronger effect = higher value. fold change at 12.5 µM; in the data active means fold change above about 3.3
APP 5UTR inh: APP translation inhibition | SH-SY5Y APP 5'UTR-luciferase reporter, luminescence | inhibition, % at 2 µM | actives 0.82% (n = 190,000) | AID 1285;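 active means inhibition above a set limit, derived from the sample mean plus 3 SD, cut at about 45% in these data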; further: values of inactives mirror those of a sister screen read the other way
HMGR II inh: blocks class II HMG-CoA reductase of Enterococcus faecalis. purified E. faecalis HMGR, NADPH absorbance 340 nm kinetic. inhibition, % at 10 µM. actives 0.41% (n = 190,000). AID 1066;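 active means inhibition above a set limit, the median over all tested compounds plus 3 SD, cut at about 9.5% in these data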;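 further: enzyme runs in reverse so mevalonate oxidation gives rising NADPH absorbance; 0% = complete reaction with DMSO and 100% = background rate lacking mevalonate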
G6PDH counter: inhibits Leuconostoc G6PDH, flagging false hits in G6PDH-based assays | actives 0.12% (n = 200,000) | inhibition, % at 5 µM | AID 1020 | Purified L. mesenteroides G6PDH, diaphorase/resazurin coupled fluorescence, 45 min; in the data active means inhibition above about 50%
Redox H2O2 prof: compounds producing H2O2 with reducing agent – biochemical, NIH compound library profiling, artefact control for MLSCN library redox annotation, primary screen. DTT-dependent redox cycling H2O2, phenol red/HRP absorbance; 100% = 100 µM peroxide control, 0% = buffer. activation, % at 10 µM. actives 0.03% (n = 200,000);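 active means activation of at least 50% relative to the plate's high and low controls in the primary single-dose screen; inactive means activation below 50%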;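 further: compound incubated with DTT at 0.8 mM final as the reducing agent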
The depositor's hits bear a star; . = no result given.

no.	SMILES	APP 5'UTR act	HMGR II inh	FLuc act counter	FLuc inhib CS	G6PDH counter	Hsp70 act	STAT1 act	APP 5UTR inh	NF-kB expr up	Redox H2O2 prof
1	Cc1ccc(-c2nnc(SCC(=O)Nc3ccc4c(c3)oc3ccccc34)n2C)c(Cl)c1	1	-6	1	-4	2	-0.2	100	-1	1.1	0.2
2	O=C(NCc1ccncc1)C(=O)N/N=C/c1ccccc1OCc1ccccc1	-2	0	1.1	-7	2	-0.2	113	2	1.2	-0.1
3	Nc1nonc1-c1noc(N2CCCCC2)n1	41	-4	0.9	12	0	0.5	120	-41	1.7	-0.3
4	CN(C)CCCNC(=O)/C(=C\c1ccc(-c2cccc([N+](=O)[O-])c2)o1)NC(=O)c1ccccc1	-4	-4	1.1	-5	24	-0.5	104	4	1	-1.0
5	Cc1cc(Nc2cnc3ccccc3n2)n(-c2ccccc2)n1	-14	2	1	-3	16	-0.1	99	14	0.9	-4.8
6	O=C(Nc1ccc2c(c1)CCC2)c1cccc(F)c1	170*	1	0.6	41	0	-0.2	162*	-170	6.8*	.
7	COCc1nnc(NC(=O)CC(c2ccccc2)c2ccccc2)s1	-6	-5	1	1	12	-0.1	101	6	1.1	0.2
8	COc1ccccc1-c1coc2cc(OCC(=O)OCc3ccccc3)ccc2c1=O	-12	1	1	-2	-24	-0.3	101	12	1.1	1.5
9	CCCOC(=O)C1=C(C)NC2=C(C(=O)CCC2)C1c1cc(OC)ccc1OC (centres undefined)	-27	-3	1	-1	0	-0.1	101	27	0.92	2.8
10	Cc1cccc(OCc2nc(C#N)c(NCCN(C)C)o2)c1	2	-2	1	-3	-2	-0.3	103	-2	1.8	-0.2
11	O=C(N/N=C/c1ccncc1)c1nn(Cc2ccccc2)c(=O)c2ccccc12	-4	0	1	-3	4	-0.3	63	4	1.1	0.2
12	COC(=O)CSc1nnc(-c2ccc(S(=O)(=O)N3CCCCC3)cc2)o1	-5	3	1	-4	-1	-0.3	103	5	1.7	0.1
13	CC(C)Nc1nc(NC(N)=S)nc(NC(C)(C)C)n1	-4	-5	1.1	-9	2	-0.4	99	4	1.1	0.0
14	O=C(Nc1cc(=O)c2ccccc2o1)N1CCCCC1	-5	2	1.1	-7	10	0.0	106	5	0.77	-3.5
15	COc1ccccc1CNc1nc2nc(C)c(C)c(=O)n2[nH]1	-5	-5	1	-2	20	0.0	99	5	1.3	1.3
16	CCOc1cccc(CNCCNC(=O)c2nonc2N)c1	1	-5	1	-4	3	-0.2	96	-1	1.4	-0.2
17	COc1ccc2nc(SCc3ccccc3)nc(C)c2c1	170*	-4	0.9	10	-21	0.0	188*	-170	9.8*	-0.3
18	O=[N+]([O-])c1ccc(OCc2nnc(-c3ccccc3)o2)cc1	2	-1	1	-3	-4	-0.2	95	-2	1.1	-2.4
19	COc1ccccc1C1CC(c2ccc(Br)cc2)=NN1C(=O)c1cccnc1 (centres undefined)	-9	3	1	2	-16	-0.1	90	9	1	0.4
20	Cn1c(=O)c2c(nc(NCc3ccc4c(c3)OCO4)n2Cc2ccc(F)cc2)n(C)c1=O	36	-2	1	-4	-10	-0.1	85	-36	0.72	1.1
21	COc1ccc(Cl)cc1NC(=S)N(Cc1cccnc1)Cc1ccco1	-19	-3	1.1	-7	2	-0.1	93	18	1.2	-0.1
22	Cc1ccc(CNc2ccc(O)cc2)cc1	1	2	1	1	-31	-0.6	107	-1	0.89	1.5
23	C#CCOCCOCCOCCNc1nc(N2CCN(C(=O)Cn3cc(CC(C)O)nn3)CC2)nc(N2CCN(C(=O)[C@H](C)n3cc(CCCN=C(N)N)nn3)CC2)n1 (some centres undefined)	-10	-4	1	-2	15	0.0	98	10	1.1	-0.4
24	C=CCN(CC(=O)NC1CCS(=O)(=O)C1)S(=O)(=O)c1ccccc1C(F)(F)F (centres undefined)	14	-3	1	-4	5	-0.4	101	-14	1.1	-1.4
25	Cc1ccccc1OCCCCc1c(C)n[nH]c1C	9	0	1.1	-9	4	-0.3	87	-9	1.1	0.6
26	O=c1/c(=C\c2ccc(F)cc2)sc2n1CCCN=2	170*	-1	0.7	30	0	-0.1	149*	-170	2.4	-2.0
27	N#CC1=C(N)Oc2cc(N)ccc2C1C1CCCCC1 (centres undefined)	-29	0	1	-4	3	0.4	99	29	1.4	0.1
28	CCN(CC)CCNC(=O)C1c2cc(OC)c(OC)cc2C(=O)N(C)C1c1cccs1 (centres undefined)	8	0	1	5	-1	-0.2	109	-8	1.2	-0.5
29	COc1ccc(N2Cc3cccc(C(=O)N4CCOCC4)c3C2=O)cc1	9	2	1.1	-6	-7	0.2	101	-9	1.1	0.0
30	CCOC(=O)N1CCN(C(=O)CSc2nc3c(cnn3-c3ccc(Cl)cc3)c(=O)[nH]2)CC1	-11	-4	1.1	-7	-58	0.1	104	11	0.81	0.0

The last 2 entries of the section above come first, to join the parts.
no.	SMILES	APP 5'UTR act	HMGR II inh	FLuc act counter	FLuc inhib CS	G6PDH counter	Hsp70 act	STAT1 act	APP 5UTR inh	NF-kB expr up	Redox H2O2 prof
29	COc1ccc(N2Cc3cccc(C(=O)N4CCOCC4)c3C2=O)cc1	9	2	1.1	-6	-7	0.2	101	-9	1.1	0.0
30	CCOC(=O)N1CCN(C(=O)CSc2nc3c(cnn3-c3ccc(Cl)cc3)c(=O)[nH]2)CC1	-11	-4	1.1	-7	-58	0.1	104	11	0.81	0.0
31	CC(=O)Nc1ccc(NC(=O)c2cc(C)nn2-c2ccccc2)cc1	-10	3	1.1	-6	-18	-0.1	87	10	1.1	1.2
32	CC(=O)NS(=O)(=O)c1ccc(NC(=O)CCC2CCCC2)cc1	-53	-1	1	-4	3	-0.1	91	52*	1.2	0.4
33	COCCNC(=O)c1ccccc1NC(=O)c1ccc(Cl)c(S(=O)(=O)Nc2ccc(C)cc2C)c1	23	-4	1	0	-24	0.1	98	-23	0.77	-0.5
34	COC(=O)CSc1nc(-c2cccs2)ccc1C#N	152*	1	1.1	-9	5	0.1	133*	-152	7.3*	-1.0
35	O=C1C2C3C=CC([C@@H]2C(=O)N1Cc1cccnc1)C31CC1 (some centres undefined)	13	0	1.1	-8	4	0.2	98	-13	1.1	2.0
36	Nc1cc(C2CCCC2)nn1-c1ccccc1	26	-9	0.7	33	14	0.4	125	-26	2.3	-1.6
37	Cc1ccc(C2C(C(=O)c3sc(C)nc3C)=C(O)C(=O)N2CCN(C)C)o1 (centres undefined)	13	-2	1.1	-7	23	-0.4	98	-12	1.2	2.6
38	Cc1ccc(-c2nc(N)n(S(C)(=O)=O)n2)cc1	-1	-1	1	-3	2	-0.4	108	1	1.9	0.6
39	CC1CN(S(=O)(=O)c2cccc(C(=O)NCCCn3ccnc3)c2)CC(C)O1 (centres undefined)	-3	2	1.1	-8	6	0.3	99	3	0.99	0.3
40	O=c1ccc2cc3c4c(c2o1)CCCN4CCC3	-23	-6	1	-3	4	0.0	98	22	0.87	0.9
41	O=C(/C=C/c1ccc(Cl)cc1Cl)c1ccc[nH]1	52	0	0.5	52*	3	-0.1	107	-52	2.1	-1.0
42	CCCCNC(=S)NC(=O)c1ccccc1Br	-10	0	1	-3	1	-0.2	112	10	1.8	-0.3
43	CCOc1ccc(CCNC(=O)CSc2nn(-c3ccc(C)c(Cl)c3)c(=S)s2)cc1OCC	-3	2	1	-2	6	-0.3	101	3	1	1.2
44	OC1(c2ccc(Cl)cc2)CN(c2ccccc2)C2=[N+]1CCS2 (centres undefined)	10	-1	1	-2	-1	-0.1	98	-10	1.2	-0.9
45	COCCn1c(SCC(=O)N2CC(=O)Nc3ccccc32)nc2ccccc2c1=O	7	0	1	3	4	0.0	97	-6	1	0.6
46	CCn1cc(S(=O)(=O)CC(=O)Nc2ccc(C)cc2)c2ccccc21	8	-5	1.1	-8	6	-0.7	89	-8	1.2	-1.0
47	COC(=O)/C(C#N)=C/c1ccc(C)o1	39	-5	1	-2	3	-0.2	103	-38	1.2	-0.8
48	CCCCOc1ccc(CSc2ncn[nH]2)cc1	67	4	0.8	15	-1	0.3	113	-67	1.1	-2.1
49	O=C1OC2(CCCC2)OC(=O)C1=Cc1c[nH]c2ccccc12	11	-3	1.1	-6	4	-0.4	91	-11	1.5	0.4
50	Fc1ccc(-c2csc(/C=C/c3ccc4c(c3)OCO4)n2)cc1	2	-2	1	1	-22	-0.5	108	-2	1.4	0.2
51	O=C(CSc1ncnc2nc[nH]c12)c1ccc2ccccc2c1	9	1	1	4	2	-0.3	100	-9	1.1	-1.0
52	O=C(Nc1nc2ccc(SC(F)F)cc2s1)c1ccc2c(c1)S(=O)(=O)c1ccccc1C2=O	10	-10	1	2	4	-0.2	97	-10	1.3	0.2

Ordered by formula weight (lowest first): part of the list above.
no.	SMILES	APP 5'UTR act	HMGR II inh	FLuc act counter	FLuc inhib CS	G6PDH counter	Hsp70 act	STAT1 act	APP 5UTR inh	NF-kB expr up	Redox H2O2 prof
47	COC(=O)/C(C#N)=C/c1ccc(C)o1	39	-5	1	-2	3	-0.2	103	-38	1.2	-0.8
40	O=c1ccc2cc3c4c(c2o1)CCCN4CCC3	-23	-6	1	-3	4	0.0	98	22	0.87	0.9
38	Cc1ccc(-c2nc(N)n(S(C)(=O)=O)n2)cc1	-1	-1	1	-3	2	-0.4	108	1	1.9	0.6
48	CCCCOc1ccc(CSc2ncn[nH]2)cc1	67	4	0.8	15	-1	0.3	113	-67	1.1	-2.1
35	O=C1C2C3C=CC([C@@H]2C(=O)N1Cc1cccnc1)C31CC1 (some centres undefined)	13	0	1.1	-8	4	0.2	98	-13	1.1	2.0
49	O=C1OC2(CCCC2)OC(=O)C1=Cc1c[nH]c2ccccc12	11	-3	1.1	-6	4	-0.4	91	-11	1.5	0.4
44	OC1(c2ccc(Cl)cc2)CN(c2ccccc2)C2=[N+]1CCS2 (centres undefined)	10	-1	1	-2	-1	-0.1	98	-10	1.2	-0.9
32	CC(=O)NS(=O)(=O)c1ccc(NC(=O)CCC2CCCC2)cc1	-53	-1	1	-4	3	-0.1	91	52*	1.2	0.4
46	CCn1cc(S(=O)(=O)CC(=O)Nc2ccc(C)cc2)c2ccccc21	8	-5	1.1	-8	6	-0.7	89	-8	1.2	-1.0
39	CC1CN(S(=O)(=O)c2cccc(C(=O)NCCCn3ccnc3)c2)CC(C)O1 (centres undefined)	-3	2	1.1	-8	6	0.3	99	3	0.99	0.3
45	COCCn1c(SCC(=O)N2CC(=O)Nc3ccccc32)nc2ccccc2c1=O	7	0	1	3	4	0.0	97	-6	1	0.6
52	O=C(Nc1nc2ccc(SC(F)F)cc2s1)c1ccc2c(c1)S(=O)(=O)c1ccccc1C2=O	10	-10	1	2	4	-0.2	97	-10	1.3	0.2
